Screening results (PubChem BioAssay)
HGIII-sPLA2 inh = Blocks human group III sPLA2 activity; QFRET BODIPY PC-A2 liposome hydrolysis, fluorescence; inhibition, % at 12.2 µM; actives 0.56% (n = 370,000);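 active = inhibition above mean plus 3 SD of compounds lying within the high and low control bounds, cut at about 19% in these data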;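 also: 0% = median of test compound wells and 100% = no enzyme DMSO wells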
Target sequence (Q9NZ20 whole entry, looked up): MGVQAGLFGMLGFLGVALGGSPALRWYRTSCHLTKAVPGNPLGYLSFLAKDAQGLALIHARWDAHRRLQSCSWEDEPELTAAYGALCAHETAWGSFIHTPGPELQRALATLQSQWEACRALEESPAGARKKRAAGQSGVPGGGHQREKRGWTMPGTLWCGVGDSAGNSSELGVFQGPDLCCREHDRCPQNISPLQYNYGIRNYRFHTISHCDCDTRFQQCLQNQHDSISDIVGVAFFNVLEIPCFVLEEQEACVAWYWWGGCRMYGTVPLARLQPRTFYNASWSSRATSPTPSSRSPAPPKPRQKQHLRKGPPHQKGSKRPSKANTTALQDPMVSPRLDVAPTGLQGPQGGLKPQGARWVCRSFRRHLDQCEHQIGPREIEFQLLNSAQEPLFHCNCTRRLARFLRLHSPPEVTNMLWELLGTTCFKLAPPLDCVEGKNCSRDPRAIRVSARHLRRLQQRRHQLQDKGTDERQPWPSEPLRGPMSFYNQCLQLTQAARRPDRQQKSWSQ
GC-A act = GC-A (human) enzyme activation; P16066; HEK293 GC-A cells, cGMP TR-FRET, EC30 ANP; 0% at EC30 ANP, 100% saturating ANP; activation, % at 10 µM; actives 0.14% (n = 370,000); in the data active = activation above about 40%
ADAM10 inh = ADAM10 inhibition, QFRET primary screen; O14672; recombinant ADAM10, EDANS/DABCYL FRET peptide cleavage, 3 h; inhibition, % at 7 µM; actives 0.62% (n = 370,000); AID 720582;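 active = inhibition above a per-campaign cutoff equal to the mean of compounds falling between control-based bounds plus 3 SD, cut at about 20% in these data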;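 also: 0% = DMSO wells while the 100% control is not disclosed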
ssDAF12 agonist = S. stercoralis DAF-12 activation, primary screen; activation, % at 6.8 µM; HEK293 ssDAF-12/GRIP1 lit1-tk-luc reporter, luminescence; % of 3 µM dafachronic acid response; actives 1% (n = 370,000); AID 652126;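 active = activation above the mean over all tested compounds plus 3 SD, cut at about 0.9% in these data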;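 also: 0% = DMSO-only wells and 100% = 3 µM delta7-dafachronic acid wells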
DAX1 inh-1 = inhibitors of DAX1 repression of SF-1 activated StAR promoter; actives 1.1% (n = 370,000); inhibition, % at 6.8 µM; HEK293T StAR-luciferase reporter, SF-1/DAX-1 repression relief; AID 652010;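 active = inhibition above the mean over all tested compounds plus 3 SD, cut at about 3.6% in these data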;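 also: 0% = DAX-1 cells with DMSO and 100% = cells lacking DAX-1 with DMSO; higher inhibition means more luminescence from relief of DAX-1 repression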
GAA850 FXN act = frataxin GAA850 promoter activation; HEK293 lucGAA850 FXN promoter luciferase reporter, 24 h; percent of 10 µM SAHA response; activation, % at 6 µM; actives 0.56% (n = 360,000);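 active = activation above the average of all compounds screened plus 3 SD, cutoff fixed separately per campaign, cut at about 7.5% in these data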;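 also: 0% = DMSO wells and 100% = 10 µM SAHA wells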
SMARCA2 act = activators of SMARCA2 function; MG213 cells, MMTV-luciferase reporter, dexamethasone, overnight; activation, % at 9.1 µM; actives 1% (n = 370,000); in the data active = activation above about 7.8%;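 also: 0% = vehicle wells and 100% = reference activator wells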
hgDAF-12 ag = activates the H. glycines DAF-12 receptor ligand-binding domain; activation, % at 6.8 µM; actives 1.8% (n = 370,000); HEK293 GAL4-hgDAF12 UAS-luciferase reporter, agonist luminescence; normalized to butyrate control;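 active = activation above a cutoff set at the mean of all screened compounds plus 3 SD, cut at about 10% in these data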;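 also: 0% = DMSO wells and 100% = sodium butyrate wells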
hcDAF12 agonist = activators of H. contortus DAF-12 nuclear receptor; AID 652067; activation, % at 6.8 µM; actives 1.4% (n = 370,000); HEK293 hcDAF-12 lit1-tk-luc reporter, luminescence; 0% DMSO, 100% Δ7-dafachronic acid;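 active = activation above the mean of all tested compounds plus 3 SD, cut at about 5.5% in these data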;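 also: 100% = response to 3 µM Δ7-dafachronic acid high control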
DAX1 inh-2 = inhibits human nuclear receptor DAX1 | actives 0.99% (n = 340,000) | inhibition, % at 6.75 µM | AID 504766 | HEK293 Gal4-DAX1 luciferase reporter, luminescence | P51843;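 active = inhibition above the mean over all tested compounds plus 3 SD, cut at about 4.2% in these data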;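 also: 0% = DAX1-transfected cells with DMSO and 100% = empty-vector control cells with DMSO; inhibition shows as a rise in luminescence from relieved DAX1 repression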
Target sequence (P51843 207-470 limits assumed): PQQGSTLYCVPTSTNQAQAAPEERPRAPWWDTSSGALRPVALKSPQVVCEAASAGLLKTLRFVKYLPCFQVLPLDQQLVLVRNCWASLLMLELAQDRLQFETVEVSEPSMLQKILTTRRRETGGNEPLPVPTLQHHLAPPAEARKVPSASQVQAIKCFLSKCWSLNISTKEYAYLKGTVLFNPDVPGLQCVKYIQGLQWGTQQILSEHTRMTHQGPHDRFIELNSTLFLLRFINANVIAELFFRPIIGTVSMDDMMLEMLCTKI
GC-B act = GC-B (human) receptor activation; P20594; HEK293-GC-B cells, CNP EC30, cGMP TR-FRET; 0% at EC30 CNP, 100% saturating CNP; activation, % at 10 µM; actives 0.11% (n = 370,000);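 active = activation at 10 µM reaching about 35% in either raw or pattern-adjusted values, limit read from the data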
* marks the source's active call; other numbers are inactive results; i = inactive; nt = not tested or not shown.

SMILES	HGIII-sPLA2 inh	GC-A act	ADAM10 inh	ssDAF12 agonist	DAX1 inh-1	GAA850 FXN act	SMARCA2 act	hgDAF-12 ag	hcDAF12 agonist	DAX1 inh-2	GC-B act
C=C(C)C1(O)OC(=O)C=C1OC (centres undefined)	-3.5	1.4	-16.4	0.1	2.2	2.9	5.0	0.1	6.5*	4.2	0.0
COC(=O)CNC(=O)C(Cc1c[nH]c2ccccc12)NC(=O)Oc1ccccc1 (centres undefined)	-48.4	0.9	5.4	-0.5	0.3	0.7	2.8	-2.9	1.6	0.1	0.9
O=[N+]([O-])c1ccc(NC(=S)N2CCc3ccccc3C2)cc1	6.6	8.0	12.5	0.4	-0.3	1.3	-3.2	2.6	-0.9	-0.4	-1.6
COc1ccc(CNC(=O)c2ccc(S(=O)(=O)N3CCOCC3)cc2)cc1	-10.7	2.6	2.6	-0.7	-0.1	-0.3	3.7	-2.0	-0.4	0.3	-5.1
COc1ccc(CNC(=O)/C=C/c2cc([N+](=O)[O-])ccc2OC(F)F)cc1	-1.2	5.2	-1.3	-1.8	-0.1	-0.8	1.4	0.5	-0.6	-0.1	2.2
CCOc1ccc(-n2cnnn2)cc1S(=O)(=O)NC1CC1	0.1	2.5	-0.6	-0.9	0.1	-2.2	0.0	3.7	0.1	-1.1	2.1
O=C(OCc1ccc(Cl)c(Cl)c1)c1ccc[nH]1	-3.7	-7.1	11.5	-0.9	0.2	4.8	0.2	6.1	3.1	0.3	-1.5
O=C(CSc1nnc(-c2cccs2)n1Cc1ccco1)Nc1ccc2c(c1)OCO2	-5.8	-0.6	2.8	-1.7	0.4	-2.9	-1.0	-1.0	-2.1	-0.9	-3.4
O=C(COC(=O)c1c(F)cccc1F)NCc1ccc2c(c1)OCO2	-6.5	0.7	5.8	-1.0	0.2	-0.7	-0.7	-0.2	-0.1	0.1	0.3
Cc1ccc(CS(=O)Cc2ccc(C(=O)NC3CCCC(C)C3C)o2)cc1 (centres undefined)	-4.5	-0.3	-2.2	-0.8	-3.9	-1.3	-0.2	-1.6	0.3	-0.1	-0.2
c1ccc(-c2ccccc2OCCCN2CCCC2)cc1	14.6	-8.2	-2.3	-1.4	0.4	1.8	-1.4	-1.5	-1.8	1.3	-3.7
CCOC(=O)c1ccc(-c2ccc3ncnc(NCc4csc(C)n4)c3c2)o1	1.5	6.9	i	-0.8	-1.1	1.0	4.3	-1.0	0.8	nt	5.1
O=C(CS(=O)(=O)Cc1ccccc1)Nc1ccc(S(=O)(=O)N2CCOCC2)cc1	-13.0	3.1	-0.4	0.3	-0.2	1.3	-1.1	-2.3	1.8	0.8	0.5
c1ccc(CCn2nnnc2C(c2cccnc2)N2CCN(c3nc4ccccc4s3)CC2)cc1 (centres undefined)	-41.7	-1.4	13.0	-1.5	-1.1	0.5	-2.4	-0.7	-1.6	-0.6	-1.8
C=C1CCC(O)C2(C)CCC3C(C)C(=O)OC3C12O (centres undefined)	2.9	4.2	-4.6	-1.6	0.3	-0.2	-1.9	1.7	-0.5	2.0	3.9
O=C(Nc1cccnc1)c1ccc(CSc2ccccc2)cc1	-3.2	3.2	1.8	-0.9	1.6	0.2	1.5	5.8	1.0	0.5	0.2
O=C(Nc1cccc(Cl)c1)Nc1ccccc1C(=O)O	0.9	2.3	-28.7	-0.8	4.7*	3.8	-0.3	14.2*	5.2	-1.0	7.5
COc1cccc(CC(=O)Nc2nc3ccccc3[nH]2)c1	4.3	8.7	2.1	-1.6	0.2	4.2	2.4	1.8	0.4	0.4	-1.1
CC(C)NC(=O)CN(c1cccc(Br)c1)S(C)(=O)=O	3.4	0.1	1.6	-1.6	0.1	1.0	0.6	0.1	-0.9	-1.0	0.9
CC(C)(NC(=O)N1CCCC1)c1cccc(C(C)(C)NC(=O)N2CCCC2)c1	8.4	3.3	-4.7	-0.7	-0.1	0.6	-0.3	-0.4	-2.0	-0.5	3.9
Cc1nc2sc(C(c3ccco3)N3CC(C)OC(C)C3)c(O)n2n1 (centres undefined)	-3.2	2.7	-1.1	-0.5	-0.2	-0.3	-1.6	0.1	1.4	0.8	-0.9
COc1cc(OC)cc(C(=O)N[C@H](C(=O)Nc2cc(F)ccc2C)C(C)C)c1	1.0	-1.8	1.1	-1.1	-0.4	3.0	0.7	1.4	2.0	0.5	-1.6
COC(=O)c1ccc(OC)c(CN2CCCN(Cc3ccc(F)cc3)S2(=O)=O)c1	6.4	-3.9	15.1	-1.2	0.6	3.1	-2.7	-0.6	-0.3	-0.4	0.8
O=C(N/N=C/c1cccs1)c1cc(-c2ccc3ccccc3c2)n[nH]1	-18.8	8.6	6.5	-0.2	1.3	4.9	3.6	11.1*	2.2	1.8	-0.3
Nc1nonc1-n1nnc(C(=O)N/N=C/c2cccnc2)c1-c1ccccc1	-8.7	-5.8	0.4	-0.5	0.5	0.5	-0.4	-2.1	-1.5	0.1	-1.9

The closing 2 records of the part before open the next one:
SMILES	HGIII-sPLA2 inh	GC-A act	ADAM10 inh	ssDAF12 agonist	DAX1 inh-1	GAA850 FXN act	SMARCA2 act	hgDAF-12 ag	hcDAF12 agonist	DAX1 inh-2	GC-B act
O=C(N/N=C/c1cccs1)c1cc(-c2ccc3ccccc3c2)n[nH]1	-18.8	8.6	6.5	-0.2	1.3	4.9	3.6	11.1*	2.2	1.8	-0.3
Nc1nonc1-n1nnc(C(=O)N/N=C/c2cccnc2)c1-c1ccccc1	-8.7	-5.8	0.4	-0.5	0.5	0.5	-0.4	-2.1	-1.5	0.1	-1.9
CCCCNS(=O)(=O)c1ccc(OCC(=O)OC)cc1	10.6	-0.1	-4.7	-1.2	-0.2	1.0	-2.6	-2.2	-2.0	-0.2	-3.1
C[C@H](CO)N1C[C@H](C)[C@@H](CN(C)S(=O)(=O)c2cn(C)cn2)Oc2ccc(NC(=O)Nc3ccc4c(c3)OCO4)cc2C1=O	-2.2	-2.1	-4.1	-1.3	0.4	-2.8	-0.9	-0.4	-2.3	-0.2	1.4
COC(=O)CC(=O)Cc1nc(N)nc(Nc2ccc(C)c(C)c2)n1	-35.3	10.3	4.9	-1.7	-0.4	1.4	-3.2	-2.8	-2.1	-0.1	7.3
Nc1c(O)cccc1C(=O)O	-2.3	-1.9	-172.0	-1.1	-0.9	0.6	-1.6	1.3	-1.2	0.3	3.5
COCCCNC(=O)C[C@H]1C[C@@]2(C(=O)OC)C(=C[C@H](COCc3ccccc3)O[C@@H]2C)N(Cc2ccc3c(c2)OCO3)C1=O	3.3	-4.2	1.1	-1.4	-0.2	nt	0.9	-1.5	-0.7	nt	-1.2
C=CCOC(=O)C1=C[C@@H](c2coc3ccccc3c2=O)[C@H](CCCO)[C@@H](OCC)O1	2.5	-5.4	-6.3	-1.5	-0.9	-2.1	0.7	0.1	-1.7	0.8	-11.1
Cc1c(-c2ccccc2)n[nH]c1C(=O)N=Nc1c(O)[nH]c2ccccc12	5.0	1.7	-3.0	-1.2	-0.1	2.5	1.7	1.4	-0.5	-0.2	2.1
CCc1ccc(OCC(=O)NC(=S)Nc2ccc(C)cc2C)c(Br)c1	-2.7	1.5	-0.1	-1.3	0.7	0.6	-1.2	1.9	-1.9	0.6	-1.7
Cc1ccc(S(=O)(=O)N2CCC(C(=O)OCC(=O)N(C)CC(=O)Nc3ccc(F)cc3)CC2)cc1C	-24.6	-0.1	1.3	-0.9	-0.5	-0.2	-3.6	0.0	-0.7	-0.7	2.1
COc1ccc(N2C(=O)c3ccccc3NC2(C)C)cc1	3.5	4.5	-41.9	-0.5	7.6*	5.1	4.2	28.5*	3.4	0.3	4.4
Cc1ccc(-n2nc3c([n+]2[O-])CCc2nonc2-3)cc1	-0.3	2.6	6.5	-1.5	0.1	1.7	0.8	5.8	-0.7	1.7	-1.1
C[C@H]1CN(C2CCCCC2)C(=O)[C@@H]1CC(=O)NCc1ccccc1	0.0	0.3	-2.6	-1.6	-0.1	-0.1	0.5	-2.6	-1.8	0.0	-0.6
CC(C)(C)c1ccc(/C=C/C(=O)N2CCOCC2)cc1	1.5	1.4	11.0	0.0	2.4	5.1	0.3	10.1	3.9	1.1	2.2
Cc1cccc([N+](=O)[O-])c1NC(=O)CN(Cc1ccccc1)Cc1ccccc1	-1.2	-4.8	9.4	-1.2	-0.6	2.2	0.9	-2.3	1.5	-1.1	-3.2
COc1ccc(C(CNC(=O)COc2ccc(F)cc2Cl)N2CCCCC2)cc1 (centres undefined)	2.9	-2.9	-7.8	-0.7	1.4	0.4	-2.6	-1.2	-0.3	0.0	-4.2
CC(=O)O[C@@H]1CCC[C@@]2(C(=O)N(Cc3ccccc3)c3ccc(-c4c(C)noc4C)cc32)[C@H]1NC(=O)CCc1ccccc1	-20.9	-19.9	23.2*	-1.1	-1.4	nt	-3.6	-3.3	-2.2	nt	-12.8
Nc1nc(NCc2ccco2)nc(Nc2ccc(F)cc2)c1[N+](=O)[O-]	-5.6	6.3	2.3	-1.6	-0.1	3.0	1.7	-1.4	-0.7	-0.4	3.8
Cc1ccc(CN2CCC(n3nccc3NC(=O)c3ccccc3C)CC2)o1	-1.3	-0.5	-7.0	-0.8	-0.2	-0.7	-2.5	-1.3	0.1	0.2	-3.3
O=S(=O)(NCC(c1ccco1)N1CCN(c2ccccc2F)CC1)c1ccc2c(c1)OCCO2 (centres undefined)	-21.5	-5.0	7.6	-1.8	-0.3	0.4	-3.6	-3.9	-4.2	0.0	0.0
CC(=O)c1cccc(NC(=O)c2ccc(N(Cc3ccc(C)cc3)S(C)(=O)=O)cc2)c1	-47.5	-1.9	17.7	-1.3	-2.0	-0.9	1.0	-4.0	-3.4	0.0	-1.8
CCOc1ccc2c(c1)c(=O)c(S(=O)(=O)c1ccc(C)cc1)cn2CC	2.0	-0.5	-77.0	-1.5	1.6	-1.8	-0.2	-0.8	-0.6	1.9	-1.0
O=C(C[C@H]1C/C=C\C[C@H](NC(=O)OCC2c3ccccc3-c3ccccc32)C(=O)O[C@@H](c2ccccc2)CNC1=O)NCCO	-1.5	1.8	-19.7	-1.2	0.1	1.2	-4.0	1.9	-0.4	-0.1	0.3

Reprinted at random: 2 records from the list, in no set order.
SMILES	HGIII-sPLA2 inh	GC-A act	ADAM10 inh	ssDAF12 agonist	DAX1 inh-1	GAA850 FXN act	SMARCA2 act	hgDAF-12 ag	hcDAF12 agonist	DAX1 inh-2	GC-B act
Nc1c(O)cccc1C(=O)O	-2.3	-1.9	-172.0	-1.1	-0.9	0.6	-1.6	1.3	-1.2	0.3	3.5
Cc1ccc(-n2nc3c([n+]2[O-])CCc2nonc2-3)cc1	-0.3	2.6	6.5	-1.5	0.1	1.7	0.8	5.8	-0.7	1.7	-1.1

Compounds shown so far that contain a COOH group:
SMILES	HGIII-sPLA2 inh	GC-A act	ADAM10 inh	ssDAF12 agonist	DAX1 inh-1	GAA850 FXN act	SMARCA2 act	hgDAF-12 ag	hcDAF12 agonist	DAX1 inh-2	GC-B act
O=C(Nc1cccc(Cl)c1)Nc1ccccc1C(=O)O	0.9	2.3	-28.7	-0.8	4.7*	3.8	-0.3	14.2*	5.2	-1.0	7.5
Nc1c(O)cccc1C(=O)O	-2.3	-1.9	-172.0	-1.1	-0.9	0.6	-1.6	1.3	-1.2	0.3	3.5

No enrichment for hits; 6.6% or so of the library scored in one or more.
